IL-2 act: activators of IL-2. AID 652025. IL-2 activation reporter assay, cell-based qHTS; stimulated with anti-CD3/CD4/CD28 beads; in transgenic mouse T cells. activation, % (series mostly up to about 46 µM). 360,000 tested, 0.065% active; in the data active means activation above about 50%; inconclusive means mostly about 30% to 49%; further: 0% is about no effect
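Unstimulated transgenic mouse T cells; 60-min compound exposure; bead-based TCR/CD4/CD28 stimulation; 18 h culture, 37 degrees C; dual fluorescence (EGFP, DsRed) plate cytometry.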
HepG2 tox: kills HepG2 cells in TGF-b inhibitor counter-screen; HepG2 CAGA-GFP viability, ATP luminescence, 18 h; Potency, µM (titrated, usually from 46.1 µM), for inactives: at the highest dose activity change, negative = cytotoxicity, hits mostly cytotoxic; 410,000 tested, 0.76% active; AID 588856; further: potency means the concentration at half of the fitted maximal effect; some results filed as inactive show a strong effect at the top dose
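HepG2 CAGA-GFP cells (1000/well, DMEM with 1% FBS) received compound, then TGF-beta at 500 pg/mL final, and were incubated 18 hours at 37 degrees C. Viability was read by CellTiter-Glo luminescence. Media-only wells were set as complete cell-killing and DMSO as no toxicity.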
Nrf2 ARE act: activates Nrf2 signaling | 410,000 tested, 0.31% active | AID 624171 | AREc32 ARE-luciferase reporter (MCF7-derived line), luminescence, 24 h | Potency, µM (doses to about 46.1 µM), for inactives: at the highest dose activation, actives largely listed as activators; further: potency means the concentration at half of the fitted maximal effect; % of control where 0% means no effect; nearly all actives have a fitted effect of over 65% in size
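Each well held 1000 AREc32 cells, which were incubated with compound for 24 hr at 37 deg C after overnight attachment, and ARE reporter activity was quantified by firefly luciferase luminescence.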
Nrf2 inh: Nrf2 pathway inhibition; 360,000 tested, 2.1% active; A549 ARE-Fluc reporter, luciferase luminescence, 18-24 h; Potency, µM (top dose mostly 46 µM), for the others: top-dose activity change, negative = inhibition, usual class: inhibitors; further: potency means the concentration at half of the fitted maximal effect; on the % scale 0 is the no-effect control and ±100 the full control effect; nearly all actives have a fitted effect of over 60% in size
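Nrf2 function is reported as luminescence of an ARE-controlled luciferase in A549 cells. Compounds were tested at several concentrations, and a CellTiter-Fluor read on the same wells flagged cytotoxicity.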
TGFb SMAD3 inh: inhibitors of TGF-b signaling | HepG2 CAGA-GFP TGF-b/SMAD3 reporter, GFP fluorescence, 18 h; TGF-beta stimulated, 500 pg/mL final | Potency, µM (titrated, usually from 46.1 µM), without a hit: at the top dose activity, negative = inhibition, hits mostly inhibitors | AID 588855 | 410,000 tested, 1.2% active; further: potency means the concentration at half of the fitted maximal effect; on the % scale 0 is the no-effect control and ±100 the full control effect; nearly all actives have a fitted effect of over 65% in size
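Cell-based qHTS in HEPG2 carrying a CAGA-GFP Smad reporter; compounds added before 500 pg/mL final TGF-beta, 18 h incubation at 37 degrees C, GFP fluorescence quantified per cell by imaging cytometry.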
ATXN viability: viability counter-screen for ATXN expression inhibitors; Potency, µM (series often up to 56.7 µM), usual class: cytotoxic; AID 651635; 400,000 tested, 0.49% active; S2 cells (HEK-293 line with an ATXN2-luciferase reporter) viability, CellTiter-Fluor protease fluorescence, 24 h; further: potency means the concentration at half of the fitted maximal effect; nearly all actives have a fitted effect of over 40% in size
EPAC2 agonist: EPAC2 (human) agonism; 360,000 tested, 0.079% active; Q8WZA2; Potency, µM (top dose mostly 154 µM), inactives show top-dose activation, actives largely listed as activators; EPAC2 activation, biochemical qHTS; response scale: 100% = 6.5 mM cAMP response; AID 720711; further: potency means the concentration at half of the fitted maximal effect; nearly all actives have a fitted effect of over 50% in size
Target sequence (Q8WZA2 whole entry, looked up): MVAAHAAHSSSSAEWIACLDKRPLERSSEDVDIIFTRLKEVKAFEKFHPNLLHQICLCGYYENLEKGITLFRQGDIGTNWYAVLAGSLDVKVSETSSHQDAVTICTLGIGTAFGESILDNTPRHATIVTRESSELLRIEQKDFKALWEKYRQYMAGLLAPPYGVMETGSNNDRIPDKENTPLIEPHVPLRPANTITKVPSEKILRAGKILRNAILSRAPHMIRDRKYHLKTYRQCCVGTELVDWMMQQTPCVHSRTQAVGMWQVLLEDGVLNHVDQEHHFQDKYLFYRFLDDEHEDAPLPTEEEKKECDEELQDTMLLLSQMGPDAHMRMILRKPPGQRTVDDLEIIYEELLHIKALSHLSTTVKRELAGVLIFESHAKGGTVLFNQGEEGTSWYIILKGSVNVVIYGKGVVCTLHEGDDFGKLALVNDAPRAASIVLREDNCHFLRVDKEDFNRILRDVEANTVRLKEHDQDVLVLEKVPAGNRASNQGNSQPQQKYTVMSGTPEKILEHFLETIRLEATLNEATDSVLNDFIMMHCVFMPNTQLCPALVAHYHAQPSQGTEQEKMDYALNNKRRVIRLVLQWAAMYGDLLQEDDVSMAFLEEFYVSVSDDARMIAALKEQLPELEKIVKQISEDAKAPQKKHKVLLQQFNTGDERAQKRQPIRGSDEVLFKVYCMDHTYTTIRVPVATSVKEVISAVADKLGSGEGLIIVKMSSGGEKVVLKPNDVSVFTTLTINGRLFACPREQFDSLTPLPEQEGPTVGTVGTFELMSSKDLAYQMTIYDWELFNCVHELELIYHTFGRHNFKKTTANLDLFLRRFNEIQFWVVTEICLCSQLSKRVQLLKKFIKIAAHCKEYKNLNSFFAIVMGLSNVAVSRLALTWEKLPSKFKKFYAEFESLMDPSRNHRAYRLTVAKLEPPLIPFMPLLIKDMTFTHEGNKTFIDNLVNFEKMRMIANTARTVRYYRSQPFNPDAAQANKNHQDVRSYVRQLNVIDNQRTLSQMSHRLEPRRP
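EPAC2 (100 nM) mixed with Rap1B loaded with BODIPY-GDP (250 nM) plus 50 uM unlabeled GDP; compounds pinned in, 5 min RT, then read every 5 min for 30 min (ex 480, em 540 nm). Normalized to cAMP control.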
ATXN2 expr inh: inhibitors of ATXN2 expression; HEK-293 ATXN2-luciferase reporter, luminescence, 24 h; Potency, µM (series often up to 57 µM), for inactives: at the highest dose activity change, negative = inhibition, actives largely listed as inhibitors; 360,000 tested, 0.72% active; further: potency means the concentration at half of the fitted maximal effect; on the % scale 0 is the no-effect control and ±100 the full control effect; nearly all actives have a fitted effect of over 55% in size
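qHTS (up to 57 uM final) was run with 24 h compound exposure of reporter cells at 37 °C. Each well was multiplexed: SteadyGlo luminescence measured ATXN2-luciferase expression after a fluorogenic Gly-Phe-AFC viability readout (25 uM final).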
A549 viability: A549 cytotoxicity, counter-screen for Nrf2 inhibitors; Potency, µM (highest dose often 46 µM), inactives show at the highest dose activity change, negative = cytotoxicity, usual class: inhibitors; A549 ARE-Fluc cells, CellTiter-Fluor viability, 18-24 h; AID 504648; 390,000 tested, 0.16% active; further: potency means the concentration at half of the fitted maximal effect; on the % scale 0 is the no-effect control and ±100 the full control effect
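Cytotoxicity counterscreen: CellTiter-Fluor fluorescence was measured in A549 ARE_Fluc cells after 18-24 h of compound exposure in a concentration series. The subsequent BugLite luminescent read reports ARE-luciferase activity.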
Numbers without * were called inactive; i = inactive; ? = inconclusive; / = not tested or not shown; & = joins results of further samples; [ ] = dose if it differs, or a comment. Unless noted, the call rests on the fitted dose curve; in most records, active means well fitted curve in the direction sought with a large enough effect; inconclusive means small, poorly fitted or top-dose-only effect, or another doubt; inactive means no such curve, though single readings can be large; an effect the other way counts as inactive or inconclusive.

entry	Structure	IL-2 act	HepG2 tox	Nrf2 ARE act	Nrf2 inh	TGFb SMAD3 inh
1	Nc1cc(=O)[nH]c(SCc2ccccc2Cl)n1	-2.8	-4%	4.5%	-26%	-20%
2	C=CCn1c(Cc2csc(N)n2)nnc1SCc1ccc(C(=O)OC)cc1	0.0	-5%	-0.7%	-5%	-1%
3	Cc1c(NC(=O)c2coc(=O)c(Br)c2)c(=O)n(-c2ccccc2)n1C	-0.7	-17%	?	-2%	?
4	Cn1c(=O)c2[nH]c(N=NN3CCCCC3)nc2n(C)c1=O	-0.7	-5%	2.8%	-2%	5%
5	O=C(NN=Cc1ccc2c(c1)CCC2)c1cccc([N+](=O)[O-])c1	-1.9	-28%	4.3%	/	-10%
6	C/C=C(/C)C(=O)Nc1cccc(C2=NOC3(C2)C[C@@H](C(N)=O)N(C(=O)/C=C/CC)C3)c1 (stereo not given in full)	0.2	1%	0.7%	-4%	0%
7	Cc1ccc(CS(=O)(=O)CCC(=O)NCCCOC(C)C)cc1	-0.9	-4%	-0.4%	9%	-19%
8	CCOC(=O)CSc1nc2sc3c(c2c(=O)n1-c1ccc(OC)cc1)CCN(C)C3	-2.3	0%	-0.2%	?	0%
9	CC(C)c1ccc2oc(=O)cc(CN3CCCCC3)c2c1	-0.5	-10%	-0.2%	9%	16%
10	CCCC1(C)NC(=O)c2ccccc2O1 (stereo not given)	-0.3	-2%	-0.7%	-6%	-5%

entry	ATXN viability	EPAC2 agonist	ATXN2 expr inh	A549 viability
1	i	7%	/	?
2	i	11%	7%	2%
3	i	-6%	?	-12%
4	i	10%	15%	-9%
5	?	5%	/	/
6	i	3%	6%	-1%
7	i	5%	4%	-2%
8	i	11%	-16%	-1%
9	i	8%	1%	19%
10	i	2%	4%	0%

Individual results from the list:
For EPAC2 agonist, C/C=C(/C)C(=O)Nc1cccc(C2=NOC3(C2)C[C@@H](C(N)=O)N(C(=O)/C=C/CC)C3)c1 (stereo not given in full) reads 3%
For HepG2 tox, O=C(NN=Cc1ccc2c(c1)CCC2)c1cccc([N+](=O)[O-])c1 reads -28%

(further entries)
entry	Structure	IL-2 act	HepG2 tox	Nrf2 ARE act	Nrf2 inh	TGFb SMAD3 inh
11	CCN(CC)CCCNc1nc(-c2ccccc2)nc2ccccc12	0.7	-22%	2.5%	1%	-13%
12	O=C(O)c1cc(=O)c2c(OCC(O)COc3cccc4oc(C(=O)O)cc(=O)c34)cccc2o1	0.0	-2%	-0.3%	1%	2%
13	COc1ccc(NS(=O)(=O)c2cc(C)ccc2OC)cc1OC	-0.7	10%	0.0%	-9%	-11%
14	O=C(O)C[C@H]1c2cc(C(F)(F)F)ccc2S(=O)(=O)N1C1CCCCC1	0.0	-1%&41%	0.1%	-18%	15%&26%
15	CN(Cc1ccccc1)C(=O)CCC1CCN(C(=O)CCC(F)(F)F)CC1	-0.4	7%	4.3%	?	-11%
16	Cc1c(C(=O)OC2CCCCC2)[nH]c2c1C(=O)CC(c1ccc(F)cc1)C2 (stereo not given)	/	-8%	0.5%	8%	-6%
17	CCCCc1nn2c(=O)cc(COC(=O)c3ccc(NC(=O)C(CC)CC)cc3)nc2s1	/	-10%	0.4%	/	-28%
18	CCc1ccc(-c2nn(Cc3ccccc3)cc2C(=O)NCC2CCCO2)cc1 (stereo not given)	1.9	-6%	2.0%	-8%	-18%
19	CCOCCCNC(=O)c1oc2ccc3c(c2c1C)C(O)CC(C)(C)O3 (stereo not given)	-1.0	2%	-0.2%	5%	0%
20	CC(C)C[C@@H](CN1CCCC1CN1C(=S)NC[C@@H]1Cc1ccccc1)N1C[C@H](Cc2ccc(O)cc2)N(CCc2ccccc2)C1=S (stereo not given in full)	-0.9	/	-0.5%	/	/

entry	ATXN viability	EPAC2 agonist	ATXN2 expr inh	A549 viability
11	?	-8%	?	-10%
12	i	12%	2%&5%&9%	-2%
13	i	?	0%	-9%
14	i	0%	6%	-3%
15	i	-1%	52%[activator]	1%
16	/	/	/	3%
17	/	/	/	2%
18	?	6%	2%	-3%
19	i	0%	1%	-1%
20	?	6%	-35%	/

Shown with tabs: 3 of the compounds above
nr	mol	IL-2 act	HepG2 tox	Nrf2 ARE act	Nrf2 inh	TGFb SMAD3 inh	ATXN viability	EPAC2 agonist	ATXN2 expr inh	A549 viability
11	CCN(CC)CCCNc1nc(-c2ccccc2)nc2ccccc12	0.7	-22%	2.5%	1%	-13%	?	-8%	?	-10%
12	O=C(O)c1cc(=O)c2c(OCC(O)COc3cccc4oc(C(=O)O)cc(=O)c34)cccc2o1	0.0	-2%	-0.3%	1%	2%	i	12%	2%&5%&9%	-2%
13	COc1ccc(NS(=O)(=O)c2cc(C)ccc2OC)cc1OC	-0.7	10%	0.0%	-9%	-11%	i	?	0%	-9%

New compounds follow
entry	Structure	IL-2 act	HepG2 tox	Nrf2 ARE act	Nrf2 inh	TGFb SMAD3 inh
21	CCOC(=O)C1=C(C)OC(N)=C(C#N)C1c1cc(Cl)c(OCC(N)=O)c(OC)c1 (stereo not given)	0.3	-17%	2.3%	-2%	3%
22	O=C(/C=C/c1cccc([N+](=O)[O-])c1)NC(=S)Nc1cccc(NC(=O)c2ccccc2Cl)c1	-1.2	10%	1.6%	?	-4%
23	Cc1cc(Cl)ccc1OCC(=O)OCC(=O)NC1CCS(=O)(=O)C1 (stereo not given)	0.1	7%	-0.8%	9%	9%
24	Cc1ccc(NC(=O)Cn2nc(C(=O)O)c3ccccc3c2=O)c([N+](=O)[O-])c1	-0.7	2%	?	2%	-3%
25	Cc1cccc(CCNC(=O)CCS(=O)(=O)c2ccc(Br)cc2)c1	0.2	-5%	-0.7%	7%	-18%
26	COC(=O)C1C(O)=CC(=O)CC1C (stereo not given)	-1.7	12%	2.6%	16%	4%
27	Nc1nnc(CC(=O)N/N=C/c2ccc(-c3ccc(F)cc3)o2)s1	0.5	4%	-0.1%	?	2%
28	CCOc1ccccc1NC(=O)c1cc(C(=O)c2cc(Br)ccc2O)coc1=N	6.4	-20%	0.0%	?	-23%
29	Cc1sc2ncnc(SCC(=O)NC3CC3)c2c1C	-1.0	29%	3.1%	-5%	3%
30	O=S1(=O)CC(N2CCCCC2)C(N2CCCCC2)C1 (stereo not given)	-0.2	0%	-0.9%	2%	-8%

entry	ATXN viability	EPAC2 agonist	ATXN2 expr inh	A549 viability
21	i	11%	-4%	7%
22	?	-4%	?	-7%
23	i	0%	8%	2%
24	i	1%	12%	1%
25	i	6%	/	19%
26	i	10%	4%	7%
27	i	4%	-9%	3%
28	i	5%	-39%	?
29	i	4%	10%	5%
30	i	2%	-9%	-5%

Going on with the list:
entry	Structure	IL-2 act	HepG2 tox	Nrf2 ARE act	Nrf2 inh	TGFb SMAD3 inh
31	COc1cc(/C=C/C(=O)OCC(=O)N2CCCCCC2)ccc1OCC#N	0.2	-76%	4.4%	?	2%
32	COc1ccc(-c2csc3nc(C)n(-n4cccc4)c(=O)c23)cc1	2.0	-11%	0.2%	4%	12%
33	O=C(NCCC(=O)N1CCOCCOCCOCCOCC1)OCc1ccccc1	-0.6	7%	0.0%	-4%	12%
34	COc1ccc(C(O)c2nc(-c3ccoc3)cs2)cc1 (stereo not given)	0.0	-3%	?	/	26%
35	O=C(c1cccc(NS(=O)(=O)c2ccc(Br)cc2)c1)N1CCN(c2ccccc2O)CC1	-5.2	-21%	0.3%	-18%	-1%
36	c1ccc(Nc2nnc(-c3cccc4ccccc34)o2)cc1	-3.1	-20%	?	6%	-25%
37	Cc1ccn(C(=O)c2ccc(NC(=O)C3CC3)cc2)n1	-3.1	-5%	0.2%	-2%	-4%
38	COCCCn1c(SCC(=O)c2c(N)n(C3CC3)c(=O)[nH]c2=O)nnc1-c1ccccc1Cl	1.0	-4%	-0.8%	/	0%
39	CCOC(=O)[C@H]1[C@H]2COc3ccc(Cl)cc3[C@@H]2N2C(=O)c3cc(Cl)ccc3NC(=O)[C@@]12C	-0.2	-21%	0.2%	?	?
40	O=[N+]([O-])c1cc([N+](=O)[O-])c(Oc2c(F)ccc(F)c2F)cc1NN1CCCCC1	-4.3	0%	-0.7%	5%	5%

entry	ATXN viability	EPAC2 agonist	ATXN2 expr inh	A549 viability
31	i	14%	-6%	2%
32	i	11%	1%	-6%
33	i	7%	/	2%
34	?	7%	3%	/
35	i	27%	-19%	-1%
36	i	4%	31%[activator]	-12%
37	i	9%	/	1%
38	i	-5%	/	/
39	i	8%	-13%	-8%
40	i	7%	9%	-8%

Other structures.
entry	Structure	IL-2 act	HepG2 tox	Nrf2 ARE act	Nrf2 inh	TGFb SMAD3 inh
41	CNC(=O)c1[nH]cnc1C(=O)N[C@@H](C)C(=O)OC(C)(C)C	3.0	8%	-0.1%	-6%	7%
42	COC(=O)c1ccc(NC(=O)Cn2c([N+](=O)[O-])cnc2C)cc1	-1.2	21%	-0.5%	-5%	38%[activator]
43	OCC1(Cc2ccccc2C(F)(F)F)CCN(Cc2cccc3cnccc23)CC1	-0.2	-22%	7.7%	2%	-2%
44	O=C(Nc1ccc(N2CCOCC2)cc1)c1cn2ccccc2n1	-0.5	-23%	-1.0%	?	1%
45	COC(=O)CC(=O)CSc1nc2c(cc1C#N)CCC2	-0.7	1%	-0.3%	-29%	4%

entry	ATXN viability	EPAC2 agonist	ATXN2 expr inh	A549 viability
41	i	8%	5%	10%
42	i	6%	-12%	-4%
43	i	7%	-11%	0%
44	i	-2%	11µM*	-8%
45	i	13%	2%	3%[1.84 µM]
